SRC3 inh = SRC3 coactivator transcriptional activity inhibitors, primary screen, cell-based, luminescence; 360,000 compounds, 0.17% hits; Nuclear receptor coactivator 3 (Homo sapiens), Q9Y6Q9; inhibition, % at 3.6 µM; AID 588352, 2011; HEK293 GAL4-SRC3 luciferase reporter;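 active means inhibition above a per-campaign cutoff, the mean of all compounds plus 3 SD, cut at about 60% in these data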;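 further: 0% = DMSO-treated cells and 100% = gossypol-treated cells at 36 µM; higher means less SRC3-driven luciferase light from the GAL4 reporter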
Target sequence (Q9Y6Q9 whole entry, looked up, the tested form may be a part): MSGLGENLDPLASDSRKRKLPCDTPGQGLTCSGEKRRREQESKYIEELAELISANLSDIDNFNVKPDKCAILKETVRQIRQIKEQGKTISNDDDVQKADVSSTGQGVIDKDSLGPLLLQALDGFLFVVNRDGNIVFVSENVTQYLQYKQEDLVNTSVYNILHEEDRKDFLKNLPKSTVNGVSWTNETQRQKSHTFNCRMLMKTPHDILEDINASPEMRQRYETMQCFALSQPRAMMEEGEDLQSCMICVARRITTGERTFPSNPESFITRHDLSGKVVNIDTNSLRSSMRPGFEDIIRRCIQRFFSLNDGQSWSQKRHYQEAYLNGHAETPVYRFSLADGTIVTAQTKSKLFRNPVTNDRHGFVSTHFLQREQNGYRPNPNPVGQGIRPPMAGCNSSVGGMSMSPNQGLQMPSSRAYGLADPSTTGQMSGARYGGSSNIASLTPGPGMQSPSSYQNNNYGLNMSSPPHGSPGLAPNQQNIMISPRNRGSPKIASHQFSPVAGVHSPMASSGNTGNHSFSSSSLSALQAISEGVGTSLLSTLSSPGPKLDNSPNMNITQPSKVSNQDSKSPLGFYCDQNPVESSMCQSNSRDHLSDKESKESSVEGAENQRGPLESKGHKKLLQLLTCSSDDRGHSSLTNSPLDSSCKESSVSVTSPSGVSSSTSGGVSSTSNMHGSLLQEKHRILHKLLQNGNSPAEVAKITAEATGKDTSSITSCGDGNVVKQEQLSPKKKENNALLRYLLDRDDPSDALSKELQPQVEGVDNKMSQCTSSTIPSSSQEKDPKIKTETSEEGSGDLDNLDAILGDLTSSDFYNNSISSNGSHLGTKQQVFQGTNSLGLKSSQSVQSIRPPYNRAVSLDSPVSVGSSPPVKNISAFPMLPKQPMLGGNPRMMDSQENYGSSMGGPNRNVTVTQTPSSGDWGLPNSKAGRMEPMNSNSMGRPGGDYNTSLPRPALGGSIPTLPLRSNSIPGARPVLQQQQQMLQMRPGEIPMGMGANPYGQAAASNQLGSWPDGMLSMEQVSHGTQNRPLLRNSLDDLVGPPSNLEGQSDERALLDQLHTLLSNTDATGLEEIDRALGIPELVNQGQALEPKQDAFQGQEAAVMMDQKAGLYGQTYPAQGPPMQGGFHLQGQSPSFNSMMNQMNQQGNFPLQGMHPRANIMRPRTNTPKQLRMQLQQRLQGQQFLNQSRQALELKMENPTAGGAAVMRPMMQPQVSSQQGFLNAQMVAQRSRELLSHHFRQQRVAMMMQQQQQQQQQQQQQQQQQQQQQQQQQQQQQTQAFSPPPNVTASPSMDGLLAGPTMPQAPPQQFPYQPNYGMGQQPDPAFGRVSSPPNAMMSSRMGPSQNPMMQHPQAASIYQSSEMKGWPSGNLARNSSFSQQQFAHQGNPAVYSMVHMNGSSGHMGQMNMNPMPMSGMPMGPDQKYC
CF NFkB block = inhibitors of PAF-induced NF-kB signaling, primary screen, cell-based, GFP fluorescence, uHTS; KKLEB NF-kB-GFP reporter, GFP fluorescence overnight; inhibition, % at 5 µM; 360,000 compounds, 0.86% hits; AID 588850, 2011;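 active means at least 50% inhibition at 5 µM, scaled per plate between neutral and stimulator controls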;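 further: PAF is a Pseudomonas aeruginosa culture filtrate used as stimulus; plate controls were PAF-stimulated DMSO wells for no effect and unstimulated DMSO wells for full effect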
SRC1 inh = SRC1 coactivator transcriptional activity inhibitors, primary screen, cell-based, luminescence; AID 588354, 2011; Nuclear receptor coactivator 1 (Homo sapiens), Q15788; inhibition, % at 3.6 µM; HEK293 GAL4-SRC1 luciferase reporter; 360,000 compounds, 0.12% hits;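 active means inhibition above the campaign mean plus 3 SD, with each screening campaign given its own cutoff, cut at about 60% in these data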;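 further: 0% = DMSO treated cells and 100% = gossypol at 36 µM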
KKLEB tox = cytotoxicity in KKLEB CF airway cells, primary screen, cytotoxicity control for CF NF-kB inhibitor project, cell-based, uHTS, fluorescence assay plates; KKLEB CF airway cells viability, ATPlite luminescence, overnight; hits give low values; cells stimulated with P. aeruginosa culture filtrate; activity change (cytotoxicity), % at 5 µM; 360,000 compounds, 0.36% hits; AID 602141, 2011;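 active means corrected activity change at or below -50% at 5 µM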
LRH-1 inv ag = LRH-1 (NR5A2) inverse agonists, primary screen, cell-based, luminescence, HEK293T, StAR-luciferase reporter | inhibition, % at 3.6 µM | 360,000 compounds, 0.13% hits | Nuclear receptor subfamily 5 group A member 2 (Homo sapiens), O00482 | LRH-1 transfected, 24 h;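 active means inhibition above the mean inhibition of all tested compounds plus 3 SD, cut at about 73% in these data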;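 further: 0% = DMSO wells and 100% = reporter-only cells lacking LRH-1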
COUP-TFII inh = NR2F2 transcriptional activity inhibitors, primary screen, cell-based, luciferase reporter, HEK293T, luminescence; COUP transcription factor 2 (Homo sapiens), P24468; HEK293T NGFI-A luciferase reporter; inhibition, % at 8.6 µM; 370,000 compounds, 0.7% hits; AID 686940, 2013;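 active means inhibition above a per-plate cutoff, mean inhibition of test wells between control levels plus 3 SD, cut at about 38% in these data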;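 further: cells cotransfected with COUP-TFII expression vector driving the NGFI-A reporter; 0% = median of COUP-TF2 test wells and 100% = reporter-only cells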
TRAIL sens C8 = viability loss with TRAIL in NB7+C8 cells, primary screen, TRAIL sensitizer project, cell-based, ATPlite luminescence | 360,000 compounds, 1% hits | inhibition (viability loss, TRAIL sensitization), % at 10 µM;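 active means compounds causing at least 50% loss of cell viability in the single-dose screen, relative to plate controls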
LMP1 NFkB inh = EBV LMP1-driven NF-kappaB luciferase reporter inhibitors, primary screen, cell-based, luminescence, single point | LMP1-induced NF-kappaB luciferase reporter cells | inhibition, % at 12.5 µM | 350,000 compounds, 0.69% hits | AID 504558, 2011; in the data active means inhibition above about 41%;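 further: 0% = neutral control wells and 100% = reference inhibitor control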
TWEAK Fn14 block = inhibitors of TWEAK-Fn14 signaling, primary screen, luciferase reporter cells, uHTS; TWEAK-stimulated Fn14 reporter cells, luciferase luminescence, 8 h; inhibition, % at 10 µM; 360,000 compounds, 2% hits; AID 1159606, 2016; in the data active means inhibition above about 50%
Shn3 3UTR inh = reduction of Shn3 3'UTR firefly luciferase signal, primary screen, Schnurri-3 inhibitor project, cell-based, Clone20 osteoblasts, set 2; Clone20 osteoblast Shn3 3'UTR firefly luciferase, 24 h; inhibition, % at 12.5 µM; 360,000 compounds, 0.52% hits;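 active means mean inhibition of at least 75% with every replicate also reaching 75%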;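 further: 0% = median of neutral control wells and 100% = pilot-screen positive control compound; some compounds past the cut are filed as inactive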
TROY NFkB inh = inhibitors of TROY-driven NF-kB signaling, primary screen, Q293 LMP1-TROYcd cells, NF-kB luciferase, uHTS; Q293 LMP1-TROYcd NF-kB luciferase reporter, 4 h; inhibition, % at 10 µM; 360,000 compounds, 0.98% hits;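 active means compounds whose plate-normalised and pattern-corrected inhibition of the luciferase reporter signal at the single screening dose is 50% or more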
An asterisk follows results filed as active; . = not tested or not shown.

The first two entries, to show the layout:
compound	SRC3 inh	CF NFkB block	SRC1 inh	KKLEB tox	LRH-1 inv ag	COUP-TFII inh	TRAIL sens C8	LMP1 NFkB inh	TWEAK Fn14 block	Shn3 3UTR inh	TROY NFkB inh
CC(C)C(=O)Nc1ccc(-c2nnc(-c3ccccc3)o2)cc1	-113	-15	-118	-1	-104	-40	0	-23	30	-14	7
CCCSc1nc(C)c(CC(=O)OCC)c(=O)[nH]1	0	-6	2	-2	-18	8	-17	-6	-13	-13	1

The whole of this part, from the first entry:
compound	SRC3 inh	CF NFkB block	SRC1 inh	KKLEB tox	LRH-1 inv ag	COUP-TFII inh	TRAIL sens C8	LMP1 NFkB inh	TWEAK Fn14 block	Shn3 3UTR inh	TROY NFkB inh
CC(C)C(=O)Nc1ccc(-c2nnc(-c3ccccc3)o2)cc1	-113	-15	-118	-1	-104	-40	0	-23	30	-14	7
CCCSc1nc(C)c(CC(=O)OCC)c(=O)[nH]1	0	-6	2	-2	-18	8	-17	-6	-13	-13	1
CC1(C)C(c2ccccc2)=NC(c2ccc(Br)cc2)N1O (stereo not drawn)	12	-13	9	5	-1	-4	18	-9	2	-18	-5
CC(=O)Nc1ccc(S(=O)(=O)N[C@@H](C)C(=O)NC2CCCc3ccccc32)cc1 (stereo partly drawn)	-3	-16	-4	-5	18	0	-12	-1	-2	-7	8
COc1ccc(-c2nn(-c3ccccc3C)cc2CNC(C)Cn2cncn2)cc1F (stereo not drawn)	22	-24	-20	21	-2	-15	-28	-1	-7	-11	4
COc1ccc2cc(C(=O)NCc3ccccc3)[nH]c2c1	-15	-5	-12	6	-44	14	1	-17	-3	-28	-38
C/C(=N\O)C(=O)C(CN1CCCCC1)CN1CCCCC1	23	12	-2	-12	-30	5	4	-24	13	-6	3
CSc1ccccc1NC(=O)Cc1ccccc1[N+](=O)[O-]	12	4	4	0	6	14	-4	-6	6	8	-16
FC(F)(F)c1cccc(OCc2nnc3n2CCC3)c1	7	-18	-7	5	15	-27	1	-7	4	-2	4
CCC1(CC)C(=O)C2=C3C1[C@H](C(=O)OC)CC(C(=O)OC)C[C@H]3[C@H]1C(=O)N(c3ccccc3)C(=O)[C@H]1[C@H]2C (stereo partly drawn)	5	-7	-6	3	-9	-3	-10	2	-3	3	10
CC(C)C(=O)NNC(=O)CSc1nnc(-c2ccccc2)c(-c2ccccc2)n1	6	11	8	-5	-13	1	-11	-10	-10	-7	-13
CC(C)c1nc2scc(-c3ccc(Cl)cc3)c2c(=O)n1N	7	-6	-1	2	-23	2	15	-7	-18	-3	-6
CCCNC(=O)C1CC(=O)N(c2ccc(OCc3ccc(Cl)cc3)cc2)C1 (stereo not drawn)	-75	11	-101	-6	-131	-49	7	-44	30	19	7
O=C(c1cnn(-c2ccc(Cl)cc2)c1)c1ccccc1O	-86	-15	-52	0	-96	-39	32	19	22	-22	18
COc1ccc(C(=O)OCC(=O)c2ccc3[nH]c(=O)[nH]c3c2)c(OC)c1OC	-22	0	-13	12	-16	-5	-1	5	-24	-8	-2
Cc1cccc(C)c1OCc1nnc(NC(=O)CSc2ccc(Cl)cc2)s1	23	0	7	14	-13	4	9	-3	4	-11	4
O=C1CCCCC1Nc1ccc(Cl)cc1 (stereo not drawn)	-11	12	6	0	-6	2	-5	8	-10	5	-18
COc1cccc(NS(=O)(=O)c2c(C(=O)N3CCCCCC3)c(C)n(C)c2C)c1	-9	1	2	2	-5	8	5	2	1	4	-2
CCn1cc(C(=O)OCC(=O)Nc2cccc(C)c2)c(=O)c2ccc(C)nc21	4	3	-13	5	12	13	-38	-4	29	0	10
CC(=O)N(C(C)=O)c1nc(-c2ccccc2)cn1/N=C/c1cccc([N+](=O)[O-])c1	21	9	5	-12	-18	-13	-10	5	3	-13	10

(further entries)
compound	SRC3 inh	CF NFkB block	SRC1 inh	KKLEB tox	LRH-1 inv ag	COUP-TFII inh	TRAIL sens C8	LMP1 NFkB inh	TWEAK Fn14 block	Shn3 3UTR inh	TROY NFkB inh
O=C(C[n+]1cccc2ccccc21)c1ccccc1	-30	-8	-84	-32	-24	4	7	-10	1	-8	-13
C=CCn1c(SCC(N)=O)nnc1-c1cccc(Br)c1	1	-8	12	-3	-2	5	-11	4	-12	-5	-9
O=C(/C=C/c1cn(CC(O)CN2CCCCCC2)c2ccccc12)c1cccs1 (stereo not drawn)	12	-9	-7	-11	8	-33	16	-5	-17	-36	-49
Clc1ccc2c(c1)CNc1c(ncnc1N1CCOCC1)O2	-14	9	-6	-14	-2	-2	-8	0	33	-5	-1
O=C(Nc1cc2c3c(c1)CC(=O)N3CCC2)c1ccc(Br)cc1	0	-21	9	-3	-6	-9	33	-8	-14	-4	-30
CCOc1ccccc1C1N=C(c2ccc(OC)cc2)CC(c2ccccc2O)N1 (stereo not drawn)	-40	11	-52	-13	-48	-29	-8	15	4	-151	-66
CCOC(=O)C1(CC)NC(c2ccc(N(C)C)cc2)C2C(=O)N(C)C(=O)C21 (stereo not drawn)	6	-9	-19	6	-12	-4	-1	-1	-19	-7	-9
CNC(=S)Nc1ccc(C)c(NC(=S)NC)c1	13	-9	-12	-3	-4	-2	-7	-7	9	-2	-7
CC(C)c1ccccc1N=C1SCCCN1C(=O)c1cccc(N2C(=O)CCC2=O)c1	-20	0	15	7	-30	12	6	5	0	0	5
CCOC(=O)c1ccc(NC(=O)COc2coc(CN3CCc4ccccc43)cc2=O)cc1	9	-3	-28	-1	13	-1	22	-4	4	-24	-5
CC(C)CCNC(=O)C(c1ccco1)N(Cc1ccc(F)cc1)C(=O)c1snc(C(N)=O)c1N (stereo not drawn)	10	5	2	-8	1	8	-2	-4	10	-6	13
COc1ccc(CN2CCNC(=O)C2CC(=O)NCCc2nc(C)c(C)s2)cc1C (stereo not drawn)	6	19	-8	-14	2	6	-14	1	25	5	-40
O=C(CSc1nnc(NC(=O)c2cc(Br)ccc2Cl)s1)NCC1CCCO1 (stereo not drawn)	2	-4	-48	-11	2	5	-4	2	14	-24	-18
O=C(CN1CCN(Cc2ccccc2)CC1)NC(c1ccccc1)c1ccccc1	11	12	10	-3	4	0	9	-8	-22	23	-10
CN(CCn1ccnc1)Cc1cn(-c2ccccc2)nc1-c1ccc2c(c1)OCO2	15	-6	-3	-2	17	14	-24	-6	5	16	-8
COc1ccc(-c2c[n+](CC(=O)OC3CC(C)CCC3C(C)C)c3n2CCC3)cc1 (stereo not drawn)	57	23	10	-7	45	64*	36	4	43	82	38
CC(C)(C)Nc1nc(NN)nc(NC(C)(C)C)n1	-6	-13	7	0	4	7	7	12	1	13	0
CN(C)CCNC(=O)c1cccc(-c2cnc3c(NC=O)cc(-c4cc(F)c(F)c(F)c4)cn23)c1	-4	21	1	-17	14	12	2	.	-20	6	-15
O=C(NCCc1ccc(F)cc1)c1cc2ccccc2oc1=O	-8	-18	-25	12	4	-3	4	-4	-28	-6	-32
Cn1c(SCC(=O)N2CCCc3ccccc32)nnc1-c1ccco1	-15	1	-4	-9	10	-2	-10	-1	-1	-11	13

(continued)
compound	SRC3 inh	CF NFkB block	SRC1 inh	KKLEB tox	LRH-1 inv ag	COUP-TFII inh	TRAIL sens C8	LMP1 NFkB inh	TWEAK Fn14 block	Shn3 3UTR inh	TROY NFkB inh
O=C(c1ccccc1)N(c1ccccc1)C1C=CS(=O)(=O)C1 (stereo not drawn)	1	-6	-10	12	-2	15	-2	3	-14	10	-2
Cn1c(=NC(=O)c2ccc3c(c2)OCCO3)sc2cc(S(C)(=O)=O)ccc21	7	19	-45	-10	-2	0	-6	28	-22	57	-33
O=C(COc1ccc(Cl)cc1)NCCCNC(=O)c1ccccn1	17	-8	4	10	-18	-5	-5	1	-2	-13	-18
COc1cccc(N=C2C(=O)N3CCCc4cccc2c43)c1	25	8	6	8	-16	-21	1	-1	-2	-4	-21
COc1cc(C(=O)Nc2cccc(NC(=O)c3cccs3)c2)cc(OC)c1OC	-10	-9	-5	-7	12	-22	13	11	13	-12	11
CN(C)c1ccc(-c2nnn(Cc3ccccc3Br)n2)cc1	-6	14	-19	2	-51	-35	-15	-19	-34	-60	-58
Cc1cccc(-n2c(CCN3C(=O)c4ccccc4C3=O)nc3ccccc3c2=O)n1	19	6	-6	-5	7	6	-4	-4	4	8	-5
CCNc1c(NC(=O)C2CCC(C)CC2)c(=O)oc2ccccc12 (stereo not drawn)	-2	-16	-32	10	5	-7	3	-3	-2	-10	-4
O=C(CN1C(=O)NC2(CCCCC2)C1=O)N1CCOCC1	9	3	-29	1	-11	-46	13	-10	7	-5	-1
Cc1c(NC(=O)C2CCCN2S(=O)(=O)c2cccc3nsnc23)cccc1C(=O)O (stereo not drawn)	-15	-5	15	2	22	18	7	1	-15	-47	-8
COc1ccc(NC(=O)NC(=O)c2ccccc2)cc1	-81	4	-98	0	-54	-32	1	-19	6	-75	-14
Fc1ccc(-n2cc(-c3ccccc3)c3c(=S)nc[nH]c32)cc1	-6	-30	-16	-28	1	-11	12	-3	13	-19	-5
Cn1c(=O)[nH]c(=O)c2c1nc(CN1CCN(c3ccc(F)cc3)CC1)n2CCN1CCOCC1	3	2	-9	-8	19	-1	-16	-4	11	-20	5
Cc1cc(O)cc(O)c1C=NCc1ccco1	4	2	2	-4	2	-4	-11	-2	30	9	-4
Cc1ccn2c(=O)nc(SCC(=O)NC3CCCC3)nc2c1	-7	-6	-13	10	-4	5	-7	-1	-9	0	11
CC1CC(NC(=O)c2c(O)nc3sccn3c2=O)CC(C)(C)C1 (stereo not drawn)	-31	-8	-17	0	0	16	21	2	13	2	23
O=C(N/N=C/c1cccc(OC(=O)c2ccc3c(c2)OCO3)c1)c1cncc(Br)c1	9	3	-9	13	20	-21	1	-8	-16	-20	-33
COc1ccc(/C(C)=N/Nc2ccc(C(=O)O)cc2)c(OC)c1	-42	5	-58	-5	-80	-21	3	-25	8	-53	42
COc1cc(NC(=O)C2CCCN2S(=O)(=O)c2ccc3c(c2)CC(C)N3C(C)=O)cc(OC)c1 (stereo not drawn)	-12	-2	6	9	-13	19	-6	-6	-8	12	-14
O=C(N/N=C/c1ccoc1)c1cccc(OC(F)(F)C(F)F)c1	10	22	-11	-10	-9	3	9	-2	6	-4	-26
COc1ccccc1NC(=O)CN1C(=O)COc2ccc(S(=O)(=O)N3CCCCCC3)cc21	-1	3	-8	3	9	-8	-23	-4	-24	7	-1
CCSc1nnc(NC(=O)COc2ccc3ccccc3c2)s1	6	0	-15	0	8	-24	-4	-3	1	6	-5

Screens (PubChem BioAssay)

The list is partial, so the mix of outcomes need not match the whole.
